HCMV inh = inhibitors of human cytomegalovirus; HFF cells, HCMV-luciferase reporter, 72 h; hits give low values; 410,000 compounds, 4.5% hits; activity change, negative = inhibition, % at 57.5 µM; AID 1259415; in the data active = activity change below about -60%; inconclusive = no clear call, values can overlap the other calls; inactive = above about -39%
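Compounds were evaluated in HFFs infected with an HCMV luciferase reporter virus (MOI 1 PFU/cell). Luciferase in lysates collected 72 h post infection served as the replication measure.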
AMA1 RON2 block = inhibitors of Plasmodium falciparum AMA1-RON2 interaction; AlphaScreen AMA1-biotinylated RON2 peptide binding; Potency, µM (titrated, usually from 58.2 µM), without a hit: at the highest dose activity change, negative = inhibition, most hits filed as inhibitors; 360,000 compounds, 0.2% hits; AID 720542; active = well fitted inhibition curve with a large enough effect; inconclusive = small, poorly fitted or top-dose-only effect; inactive = no such curve, though single readings can be large or run the other way;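 note: potency is the fitted concentration of half-maximal effect; 0% = vehicle wells and -100% = peptide control; nearly all actives have a fitted effect of over 45% in size; some results filed as inactive show a strong effect at the top dose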
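AMA1 (3D7) with his tag at 25 nM final met compounds first, then biotinylated RON2 peptide at 25 nM; detection used donor plus acceptor beads, 10 µg/mL apiece, read by AlphaScreen after 30 min at room temperature.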
An asterisk follows results filed as active; ? = inconclusive; [ ] = remark or other dose. Unless noted, % is set by controls: 0 for no effect and ±100 for the full control effect. These rows are one share of the data; rates above refer to the full screens.

| mol | HCMV inh | AMA1 RON2 block |
| --- | --- | --- |
| CC1(C(=O)Nc2cccc3cccnc23)CCN1Cc1cccc2c1OCO2 (centres undefined) | -20 | 43%[activator] |
| COc1cc(CNC(=O)c2ccc3c(c2)S(=O)(=O)c2ccccc2C3=O)cc(OC)c1 | 80 | -21% |
| c1ccc(N=NN2CCOCC2)cc1 | ? | 5% |
| S=C1SCCCN1Cc1ccc(Cl)cc1 | -24 | 1% |
| CCC(CC)C(=O)N(C)c1c(C)nc2c(OCc3ccc(F)c(F)c3)cccn12 | -23 | -4% |
| COc1ccc(CCNc2nc(C)cc(=O)[nH]2)cc1OC | 66 | 8% |
| COc1cccc2c1C1COC3C4CC(C(=O)O)C(C(C2)N13)N4C (centres undefined) | -96* | -4% |
| O=C(Nc1ccc2c(c1)CCC2)c1cccc(OC(F)F)c1 | 98 | 0% |
| C[C@H]1CN([C@@H](C)CO)C(=O)CCCn2cc(nn2)CO[C@@H]1CN(C)C(=O)CCC(F)(F)F | -9 | -11% |
| COC(=O)CC1=C(c2ccc([N+](=O)[O-])cc2)CCC1=O | -38 | -8% |
| COc1ccc(CC2(c3ccccc3)NC(=O)NC2=O)cc1 (centres undefined) | 1 | -2% |
| C#CCSc1nnc(-c2cccc3ccccc23)o1 | 29 | 56%[activator] |
| CCO[C@H]1OC(C(=O)NCc2nc3ccccc3[nH]2)=C[C@@H](c2ccc(Br)cc2)[C@@H]1CCCO | -36 | 3% |
| Nc1ccc(S(=O)(=O)NN=CC=Cc2ccccc2[N+](=O)[O-])cc1 | 88 | -5% |
| COc1cc2oc(=O)cc(CN3CCCCC3)c2cc1Cl | -14 | 1% |
| COc1ccc(-c2nnc(N)s2)cc1OC | 96 | 18% |
| CCC(CC)C(=O)N(C)c1c(C)nc2c(OCc3ccc(Cl)cc3)cccn12 | 14 | -3% |
| CC(=O)c1cccc(-c2ccnc3c2CC(C(=O)NCc2ccc(N4CCN(C)CC4)cc2)O3)c1 (centres undefined) | 19 | -4% |
| Cn1c(=O)c2c(nc(OC3CCCC3)n2C)n(C)c1=O | -27 | 13% |
| CC(=NOC(=O)c1ccc(I)cc1)c1nccs1 | 36 | -3% |
| O=S(=O)(c1cnccc1N1CCN(CCO)CC1)N1CCCC1 | -3 | 2% |
| COc1ccc(S(=O)(=O)N2c3ccc(F)cc3CCC2C)cc1 (centres undefined) | -78* | 2% |
| COC(=O)C1(C(=O)OC)C/C=C\CN(S(=O)(=O)c2ccccc2[N+](=O)[O-])CC1 | 28 | -7% |
| O=C(C(=O)N1CCC(c2ccccc2)CC1)c1cccc([N+](=O)[O-])c1 | -14 | -26% |
| COc1cccc(NC(=O)C2(C)CCN2CC2CCCCC2)c1 (centres undefined) | -31 | 0% |
| Cc1cc(C)n2c(NC3CCCCC3)c(CC(C)C)nc2n1 | 7 | 28% |
| CC1(C(=O)Nc2cccc(Oc3ccccc3)c2)Cc2c(-c3ccccc3)ccnc2O1 (centres undefined) | 3 | -11% |
| CCOC(=O)[C@]12CCC=C1N(Cc1ccc(Cl)cc1Cl)C(=O)[C@H](CC(=O)NCc1ccc(OC)c(OC)c1)C2 | -93* | -5% |
| COc1ccccc1NC(=O)N(C)C[C@@H]1OCc2cnnn2CCCC(=O)N([C@H](C)CO)C[C@H]1C | -5 | -7% |
| C[C@@H]1CCCCO[C@H](CN(C)Cc2ccccc2)[C@@H](C)CN([C@H](C)CO)C(=O)c2cc(NS(=O)(=O)c3ccc(Cl)cc3)ccc2O1 | -31 | 0% |
| Nc1ncnc2c1ncn2[C@@H]1O[C@H](CCC(=O)NCc2ccccc2)[C@@H](O)[C@H]1O | -10 | 9% |
| Cc1ccc(CN2CCCC2(C)C(=O)NC(C)C)cc1 (centres undefined) | -20 | 21% |
| CCCCCCCCC(=O)c1c(OC)oc(C=O)cc1=O | -8 | 0% |
| O=C(NCc1ccccc1)C(c1ccncc1)n1c(=O)c(-c2ccccc2)nc2ccccc21 (centres undefined) | ? | 4% |
| Cc1ccc(-c2cnc(C(O)c3cc(F)cc(Cl)c3)[nH]2)cc1 (centres undefined) | -2 | -2% |
| CC1(C(=O)NCCc2ccccc2)Cc2c(-c3ccc4c(c3)OCO4)ccnc2O1 (centres undefined) | -35 | -16% |
| CC1CCN(C(=O)COC(=O)c2ccccc2NCCO)CC1 | 4 | 8% |
| O=C1CC(C(=O)O)NC(=S)N1 (centres undefined) | -5 | -2% |
| Cc1cc(C)n(-c2nc3sc4c(c3c3nnc(SC(C)C)n23)CC(C)(C)OC4)n1 | -10 | -3% |
| CN(Cc1cccc(-c2cccnc2)c1)C(=O)Oc1ccc([N+](=O)[O-])cc1 | -40 | -21% |
| Cc1ccc(NC(=O)C2(C)CCCN2C)cc1C (centres undefined) | -10 | -2% |
| CC(=O)Nc1ccc(S(=O)(=O)N2c3ccc(F)cc3CCC2C)cc1 (centres undefined) | -31 | -3% |
| CCCCn1nnnc1C(C1CC1)N1CCN(C/C=C/c2ccccc2)CC1 (centres undefined) | -10 | 0% |
| COC(=O)[C@]12CCCCC=C1N(Cc1ccc3c(c1)OCO3)C(=O)[C@H](CC(=O)NCc1cccc3ccccc13)C2 | -61* | -18% |
| O=C(NC(c1ccc(-c2ccccc2)cc1)c1cnccn1)C1CCN(CCCOc2ccccc2)CC1 (centres undefined) | -36 | -17% |
| Cc1ccc(Cn2c(C(C)Nc3nc(-c4ccc(Cl)cc4)cs3)nc3cc(C(=O)NCCCO)ccc32)cc1 (centres undefined) | -16 | -10% |
| Cc1ccc(F)c(S(=O)(=O)NC(=O)C2(C)CCN2C(=O)CCC2CCCC2)c1 (centres undefined) | -16 | -1% |
| Cc1cc2[nH]c(=O)c(=O)[nH]c2cc1S(=O)(=O)NCC(C)c1ccccc1 (centres undefined) | ? | -7% |

Next section:
canonical_smiles	HCMV inh	AMA1 RON2 block
CCC12C(=Nc3c(Cl)cccc31)C[C@@H]1CCN3C(=O)CCC[C@H]2[C@H]13 (some centres undefined)	12	-6%
CCC(C)C(NC(=O)C(Cc1ccc(O)cc1)NC(=O)OCc1ccccc1)C(=O)OC (centres undefined)	?	-5%
CN(C)c1ccc2c(=O)c3ccccc3oc2n1	98	8%
CCOC(=O)[C@]12CCC=C1N(Cc1ccccc1)C(=O)[C@H](CC(=O)NCc1ccc(C)o1)C2	-13	19%
COc1ccccc1CNC(=O)C1(C)CCN1C(=O)Cc1ccc(-c2ccccc2)cc1 (centres undefined)	?	1%
COc1ccc(-c2ccc3[nH]c4c(c3c2)CCN2C[C@@H]([C@H](C)OC(=O)Nc3cc(Cl)cc(Cl)c3)[C@@H](N(C)C(=O)Nc3cc(Cl)cc(Cl)c3)C[C@@H]42)cc1	12	-2%
Cc1ccc(N/N=C/C=C/c2ccco2)cc1	72	-14%
CC1(C(=O)Nc2ccc3c(c2)OCCO3)CSCC(=O)N1CCc1ccccc1F (centres undefined)	3	-12%
COc1ccc(C(O)c2nc(-c3ccc(OC)nc3)cs2)cc1 (centres undefined)	?	24%
CCOC(=O)Cn1c(CN(C)Cc2ccccc2)nc2c1c(=O)n(C)c(=O)n2C	-8	-4%
CCCCNC(=O)C1(C)CCN1C(=O)c1ccc2c(c1)C(C)(C)CCC2(C)C (centres undefined)	11	4%
OC(Cc1ccccc1Br)c1ncc(-c2cccc(C(F)(F)F)c2)[nH]1 (centres undefined)	?	-20%
COc1ccccc1C(NC(=O)C1CCN(CCOc2ccccc2)CC1)c1ccccn1 (centres undefined)	30	0%
CCCCCCCCN1C(=O)[C@H](CC(=O)NCCc2ccccc2OC)C[C@@]2(C(=O)OCC)CCCC=C12	22	-8%
CC1(C(=O)Nc2ccc3nc[nH]c3c2)CCN1C(=O)CCc1ccccc1 (centres undefined)	-19	-4%
COc1cccc(-c2oc3c(c2C#CC2(N)CCCCC2)C(O)CCC3)c1 (centres undefined)	-14	0%
C[C@H]1CN([C@@H](C)CO)C(=O)c2cc(C#CC3(O)CCCC3)cnc2O[C@H]1CN(C)C(=O)C1CC1	5	9%
CC(C)(C)OC(=O)CC(S(=O)(=O)c1ccccc1)S(=O)(=O)c1ccccc1	57	3%
O=C(c1ccc(Br)cc1)c1coc2ccc(O)cc12	24	-13%
Nc1ccc2c(c1)C(=NO)c1cc([N+](=O)[O-])ccc1-2	-85*	?
CCc1nc2ccc(C(=O)N3CCCC(C(N)=O)C3)cn2c1N(CCC(C)C)CCN(C)C (centres undefined)	-27	0%
Cn1cccc1CN1CCC[C@]2(N[C@H](c3ccccc3)[C@@H]3C(=O)N(Cc4ccccc4)C(=O)[C@@H]32)C1=O	0	-12%
O=C(N/N=C/c1c(O)ccc2ccccc12)Nc1ccccc1	-35	67%[activator]
Cc1cc(CN(Nc2ccccc2)c2ccccc2)cc(C)n1	-18	-18%

Profiles from above.
Listed for Cc1ccc(NC(=O)C2(C)CCCN2C)cc1C (centres undefined) = HCMV inh = -10; AMA1 RON2 block = -2%
Listed for CCO[C@H]1OC(C(=O)NCc2nc3ccccc3[nH]2)=C[C@@H](c2ccc(Br)cc2)[C@@H]1CCCO = HCMV inh = -36; AMA1 RON2 block = 3%
Listed for c1ccc(N=NN2CCOCC2)cc1 = HCMV inh = ?; AMA1 RON2 block = 5%

Later entries
canonical_smiles	HCMV inh	AMA1 RON2 block
CCCCNC(=O)c1nc(-c2cc3ccccc3[nH]2)oc1-c1cccc(C(F)(F)F)c1	-4	-7%
CCOC(=O)[C@]12CCCC=C1N(Cc1ccc3c(c1)OCO3)C(=O)[C@H](CC(=O)NCCC(C)C)C2	31	-5%
O=C(NC1CCCCC1)N1CCN(Cc2nc3ccccc3c(=O)[nH]2)CC1	-10	3%
CC1=C(C/C(C)=C/c2ccccc2)/C(=C/CO)[C@@H]2OC(=O)O[C@]2(C)C12CC2	-14	-1%
O=C1OC(CN(Cc2ccccc2)Cc2ccccc2)CN1N=Cc1ccc([N+](=O)[O-])o1 (centres undefined)	11	14%
C=C(CCO)C1=CCN(S(=O)C(C)(C)C)[C@@H]1CCO (some centres undefined)	-27	4%
CC(C)(C)S(=O)N1Cc2ccc(CO)cc2[C@H]1CCO (some centres undefined)	17	-7%
C[C@@H]1CN([C@H](C)CO)C(=O)CCCn2cc(nn2)CO[C@H]1CN(C)C(=O)OCc1ccccc1	-8	25%

Reformatted: results already given.
CCOC(=O)[C@]12CCCC=C1N(Cc1ccc3c(c1)OCO3)C(=O)[C@H](CC(=O)NCCC(C)C)C2
  HCMV inh = 31
  AMA1 RON2 block = -5%

O=C(NC1CCCCC1)N1CCN(Cc2nc3ccccc3c(=O)[nH]2)CC1
  HCMV inh = -10
  AMA1 RON2 block = 3%

CC1=C(C/C(C)=C/c2ccccc2)/C(=C/CO)[C@@H]2OC(=O)O[C@]2(C)C12CC2
  HCMV inh = -14
  AMA1 RON2 block = -1%

O=C1OC(CN(Cc2ccccc2)Cc2ccccc2)CN1N=Cc1ccc([N+](=O)[O-])o1 (centres undefined)
  HCMV inh = 11
  AMA1 RON2 block = 14%

The list goes on.
canonical_smiles	HCMV inh	AMA1 RON2 block
CN(C)C(CNC(=O)c1cc(S(=O)(=O)N2CCOCC2)ccc1Cl)c1cccs1 (centres undefined)	0	-1%
Cc1cc(C)cc(Cn2c3ccc(NC(=S)NCc4ccccc4F)cc3c(=O)n2C)c1	-30	29%
CCc1nc2ccc(C(=O)N(CC)CCN(C)C)cn2c1N(C=O)CCC(C)C	-15	5%
CCOC(=O)C1=C(COC(=O)CNS(=O)(=O)c2c(F)cc(F)cc2Br)NC(=O)NC1C (centres undefined)	0	11%
Cc1ccc(S(=O)(=O)N2CCC(C(=O)N3CCCCCCC3)CC2)cc1C	-26	38%[activator]
CCc1nc(SCC(=O)Nc2nnc(C(C)C)s2)n[nH]1	12	32%[activator]
CC(C)c1ccc(C(=O)N2CCCC(c3cc(C(=O)Nc4ccccc4Cl)no3)C2)cc1 (centres undefined)	?	-6%
Cc1ccc(-c2cnc(C(O)c3cccc(C)c3C)[nH]2)cc1 (centres undefined)	-20	-3%
COc1ccc(C(=O)NNC(=O)Cn2nc(C)cc2C)cc1S(=O)(=O)N1CCOCC1	-23	41%[activator]
CCn1c(SC)nnc1-c1ccc(S(=O)(=O)N2CCCCC2)cc1	20	-7%
COc1ccc(Cc2nc3ccc(C(=O)NCc4cccc(C)n4)cc3o2)cc1OC	28	0%
COc1ccc(OCCNC(=O)c2ccc3nc(C)c(N(C)Cc4ccc(NC(C)=O)cc4)n3c2)cc1	-17	-3%
CC1(C(=O)NS(=O)(=O)c2ccccc2Cl)CCN1C(=O)CC(c1ccccc1)c1ccccc1 (centres undefined)	-13	-1%
CCOC(=O)[C@]12CCCC=C1N(Cc1ccc3c(c1)OCO3)C(=O)[C@H](CC(=O)NCCCOC)C2	1	2%
CN1C(=O)[C@H]2[C@@H](c3ccc(C(F)(F)F)cc3)N[C@]3(CCCN(Cc4ccc(C(F)(F)F)cc4)C3=O)[C@H]2C1=O	-8	8%
O=C1C=C(c2cc3ccccc3s2)CCC1	-4	-8%
O=C(CCc1ccccc1)Nc1ccccc1OC(=O)c1ccccc1	-21	7%
Cc1c(C(=O)NCc2ccc3c(c2)OCCO3)sc(=O)n1Cc1ccc(S(=O)(=O)N(C)C)cc1	-37	-2%
COc1ccccc1C(=O)NNC(=O)c1ccc(O)cc1	71	1%
CCN(c1ccc2c(c1)OCO2)S(=O)(=O)c1cc2c(cc1Br)CCN2C(=O)C1CC1	20	-4%
CN1CCc2cc(O)cc3c2[C@H]1Cc1ccc(O)c(O)c1-3	?	10µM*
